# TDP1 cell CPT – qHTS for Inhibitors of human tyrosyl-DNA phosphodiesterase 1 (TDP1): qHTS in cells in presence of CPT | chicken DT40 Tdp1-/-;hTDP1 cells + 20 nM CPT, ATP luminescence, 48 h | Potency, µM (series often up to 46.2 µM), for inactives: at the highest dose activity change, negative = growth inhibition, usual class: inhibitors | 12% of 420,000 active; further: nearly all actives have a fitted effect of over 55% in size
#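 Cell growth measured by CellTiter-Glo luminescence after a minimum 48 h, 37 C compound exposure with 20 nM CPT in Tdp1-knockout DT40 cells stably expressing hTDP1, seeded 400/well; qHTS titration format.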
# TDP1 block – qHTS Assay for Inhibitors of Tyrosyl-DNA Phosphodiesterase (TDP1); Tyrosyl-DNA phosphodiesterase 1 (Homo sapiens), Q9NUW8; AID 485290, 2010; Potency, µM (highest dose often 130 µM), for the others: top-dose activity change, negative = inhibition, most hits filed as inhibitors; recombinant TDP1, AlphaScreen DNA substrate cleavage; 0.28% of 350,000 active; further: nearly all actives have a fitted effect of over 40% in size
# Target sequence (Q9NUW8 whole entry, looked up): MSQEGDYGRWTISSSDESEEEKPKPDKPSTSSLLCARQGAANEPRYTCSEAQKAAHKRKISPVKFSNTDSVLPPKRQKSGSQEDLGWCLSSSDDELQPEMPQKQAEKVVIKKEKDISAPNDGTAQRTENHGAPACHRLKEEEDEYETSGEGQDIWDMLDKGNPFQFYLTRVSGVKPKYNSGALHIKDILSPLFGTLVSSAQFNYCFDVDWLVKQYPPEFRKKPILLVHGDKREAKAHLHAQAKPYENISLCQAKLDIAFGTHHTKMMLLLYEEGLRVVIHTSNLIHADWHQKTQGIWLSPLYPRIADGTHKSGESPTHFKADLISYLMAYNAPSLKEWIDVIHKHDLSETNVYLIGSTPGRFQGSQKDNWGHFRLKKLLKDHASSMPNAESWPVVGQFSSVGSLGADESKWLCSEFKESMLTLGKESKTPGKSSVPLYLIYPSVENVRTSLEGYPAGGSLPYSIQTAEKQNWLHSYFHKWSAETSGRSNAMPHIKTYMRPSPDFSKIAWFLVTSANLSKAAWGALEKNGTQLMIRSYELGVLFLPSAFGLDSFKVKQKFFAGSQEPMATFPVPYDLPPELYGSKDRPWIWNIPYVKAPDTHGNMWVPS
#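 Recombinant human Tdp1 (E. coli-expressed, 1 nM final) preincubated with compounds 15 min at room temperature, then 5'-biotin/3'-phosphotyrosine-FITC DNA substrate (15 nM final) added for 5 min. AlphaScreen beads (10 ug/ml final) added 10 min; cleavage lowers signal.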
# TDP1 cell noCPT – qHTS for Inhibitors of human tyrosyl-DNA phosphodiesterase 1 (TDP1): qHTS in cells in absence of CPT. DT40 Tdp1-/- hTDP1 cells, no CPT, ATP luminescence, 48 h. Potency, µM (highest dose often 46.2 µM), for inactives: at the highest dose activity change, negative = growth inhibition, actives largely listed as inhibitors. 15% of 420,000 active. AID 686978, 2013; further: nearly all actives have a fitted effect of over 55% in size
#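 Readout: luminescence from CellTiter-Glo after 30 min in the dark at RT. Cells: DT40 Tdp1-/- with stable hTDP1, 400/well. Exposure: compounds alone, ≥48 hr, 37 °C.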
# * = called active by the depositor; ? = inconclusive; . = not tested or not shown; & = joins results of further samples; [ ] = dose if it differs, or a comment. The call rests on the fitted dose curve; in most records, active means well fitted curve in the direction sought with a large enough effect; inconclusive means small, poorly fitted or top-dose-only effect, or another doubt; inactive means no such curve, though single readings can be large; an effect the other way counts as inactive or inconclusive. On the % scale 0 is the no-effect control and ±100 the full control effect; potency means the concentration at half of the fitted maximal effect.
# A first look, 7 compounds:
molecule	TDP1 cell CPT	TDP1 block	TDP1 cell noCPT
COc1ccc(N=c2ssnc2Cl)cc1	7.31µM*	7.5%	9.2µM*
CSc1ccccc1C(=O)NCC1CCCO1 (configuration not stated)	-9.5%	1.1%	-16.4%
COc1cc(C2C(C(=O)OC(C)C)=C(C)N=C3SCCC(=O)N32)ccc1OCc1ccccc1 (configuration not stated)	13µM*	0.0%	29.1µM*
C=CCOc1c(Br)cc(CNn2nnnc2N)cc1OC	-20.5%	0.0%	7.31µM*
O=C(Nc1ccc(Cl)cc1)c1cc(S(=O)(=O)N2CCc3ccccc32)ccc1F	18.4µM*	9.3%	18.4µM*
CCN(C(=O)COC(=O)c1nc(Cl)ccc1Cl)c1c(N)n(Cc2ccccc2)c(=O)[nH]c1=O	3.8%	.	-8.5%
Cc1[nH]n(-c2cccc(Cl)c2)c(=O)c1C=NCC(C)C	9.9%	0.6%	-2.8%

# Main list, repeating the preview:
molecule	TDP1 cell CPT	TDP1 block	TDP1 cell noCPT
COc1ccc(N=c2ssnc2Cl)cc1	7.31µM*	7.5%	9.2µM*
CSc1ccccc1C(=O)NCC1CCCO1 (configuration not stated)	-9.5%	1.1%	-16.4%
COc1cc(C2C(C(=O)OC(C)C)=C(C)N=C3SCCC(=O)N32)ccc1OCc1ccccc1 (configuration not stated)	13µM*	0.0%	29.1µM*
C=CCOc1c(Br)cc(CNn2nnnc2N)cc1OC	-20.5%	0.0%	7.31µM*
O=C(Nc1ccc(Cl)cc1)c1cc(S(=O)(=O)N2CCc3ccccc32)ccc1F	18.4µM*	9.3%	18.4µM*
CCN(C(=O)COC(=O)c1nc(Cl)ccc1Cl)c1c(N)n(Cc2ccccc2)c(=O)[nH]c1=O	3.8%	.	-8.5%
Cc1[nH]n(-c2cccc(Cl)c2)c(=O)c1C=NCC(C)C	9.9%	0.6%	-2.8%
CCOC(=O)NC(=O)CSc1nc(C)cc(C(F)(F)F)c1C#N	1.7%	0.0%	-25.7%
COC(=O)c1cc(S(=O)(=O)N(C)c2ccc(C)c(C)c2)c[nH]1	0.8%	0.4%	?
N=c1ncn(Cc2ccccc2)c2nc(SCCOc3ccccc3)[nH]c12	-11.3%	5.5%	-21.9%
CN(CC(=O)Nc1ccc(F)c(F)c1F)C(=O)C1=COCCO1	5.8%	1.8%	1.4%
CC(C)C(c1nnnn1CCc1ccccc1)N1CCN(C(=O)c2ccco2)CC1 (configuration not stated)	-18.0%	0.0%	-16.0%
NS(=O)(=O)c1cccc(NC(=S)NC(=O)C23CC4CC(CC(C4)C2)C3)c1	?	4.2%	20.6µM*
O=C(NCc1ccco1)c1cccc(S(=O)(=O)N2CCOCC2)c1	-13.2%	6.1%	-0.6%
COc1ccccc1N1CCN(c2nc(CNC(=O)C3CCOC(C)(C)C3)nc3ccccc23)CC1 (configuration not stated)	?	.	16.4µM*
CSc1nc(Cl)c(Cc2ccc(OC(C)C)cc2)c(N(C)C)n1	?	-3.2%	16.4µM*
COC(C[C@@H]1O[C@@H]1[C@@H](O)COCc1ccccc1)OC	-21.6%	2.4%	-5.7%
Cc1cccc(OCc2nnc(SCC(=O)NC3CCCCC3)n2C)c1	13.2%	-7.9%	-4.5%
CCC(=O)N1CCc2cc(Br)cc(S(=O)(=O)N3CCN(c4ccc(C(C)=O)cc4)CC3)c21	-9.1%	5.9%	-10.5%
CC12CCCCC1c1ccccc1C(=NCC(=O)O)N2 (configuration not stated)	-4.4%	2.0%	3.6%
Cc1ccc(/C=C2\SC(=S)N(CCC(=O)NNC(=O)c3cccnc3)C2=O)cc1	16.4µM*	1.9%	9.2µM*
Cc1cccc(NC(=O)CSc2nnc(CNC(=O)c3cccs3)o2)c1C	30.6%[activator]	1.2%	8.2%
CCC1CCCCN1CCCNC(=O)CS(=O)(=O)Cc1nc(-c2cccc(OC)c2)oc1C (configuration not stated)	-7.4%	3.7%	?
Cn1nc(C(=O)NC2=NCCS2)ccc1=O	10.0%	2.0%	8.2%
COc1cc(C)c(C(C)C)cc1S(=O)(=O)NCCCn1ccnc1	6.7%	3.0%	-3.1%
CCCCc1nc2ccccc2c(N)c1CCC (tested in a mixture with another compound)	?	-2.7%	18.4µM*
COc1cccc(C(=O)Nc2c[nH]c(=O)[nH]c2=O)c1	-4.6%	3.1%	-9.9%
Cc1cc(NC(=O)CSc2ncnc3sc(C)c(C)c23)no1	3.8%	0.0%	2.4%
O=C(CSc1ccsc1[N+](=O)[O-])N1CCCCC1	5.2%	-1.2%	-9.3%
CN1C(=O)CC(N2CCN(C(c3ccccc3)c3ccccc3)CC2)C1=O (configuration not stated)	-11.6%	4.4%	-21.2%

# (cont.)
molecule	TDP1 cell CPT	TDP1 block	TDP1 cell noCPT
COc1ccc(C(=O)Nc2ccc(S(=O)(=O)Nc3nccnc3OC)cc2)cc1OC	-0.6%	4.2%	8.1%
Cc1ccc(NS(=O)(=O)c2ccc3c(c2)N(C)CCO3)cc1	?	3.9%	?
Cc1cccc(NC(=O)CNC(=O)Cc2ccc3c(c2)OCCO3)c1C	-17.2%	-0.6%[56.1 µM]	-7.2%
O=c1[nH]nnc2c1sc1nc(N3CCOCC3)c3c(c12)CCCC3	6.0%	.	-7.4%
O=C(c1ccccc1)N1CCN(CCc2ccncc2)CC1	-16.6%	0.5%	-4.5%
CCc1ccccc1NC(=O)Cn1c(=O)ccc2cc(S(=O)(=O)N3CCC(C)CC3)ccc21	?	5.5%	?
Cc1cccc(C)c1OCC1CNC(=O)O1 (configuration not stated)	?	.	?
COc1ccccc1CNC(=O)C(=O)c1cn(CC(=O)N2CCCCC2)c2ccccc12	?	.	?
Nc1ccc(-c2cc(-c3ccc(N)cc3)nc(-c3ccccc3)n2)cc1	-9.0%	5.1%	-12.0%
CCOCc1cc(C)[nH]c(=O)c1C#N	-4.5%	3.1%	-0.1%
O=C(NC(=S)NC(c1ccccc1)c1ccncc1)c1ccccc1 (configuration not stated)	14.6µM*	3.5%	11.6µM*
Cc1cc(C)c(S(=O)(=O)c2ccccc2C)c(Cl)n1	?	4.8%	-18.7%
Cc1csc(NC(=O)c2ccc(Cl)cc2[N+](=O)[O-])n1	-13.3%	5.3%	?
CCOC(=O)c1c(NC(=O)CC)sc(C(=O)N2CCCCC2)c1C	-2.0%	-2.5%	-13.5%
CCOC(=O)N1[C@@H]2C=C(C)[C@@H]2[C@@H]2[C@@H](C)C(=O)N21	-2.6%	5.3%	3.2%
Cc1ccc(NC(=O)Cn2c(=O)oc3cc(S(=O)(=O)NCc4ccccc4)ccc32)cc1	?	-1.0%	?
[O-]c1c[n+](-c2ccc(-[n+]3cc([O-])on3)cc2)no1	?	-2.7%	?
CCOC(=O)N1CCC(N2CCCC(C(=O)c3ccccc3OC)C2)CC1 (configuration not stated)	34.0%[activator]	-2.7%	9.3%
O=C(C[C@H]1C(=O)N(CCc2ccccc2)C[C@@H]1c1ccccc1)Nc1ccccc1	-12.0%	.	?
CNC(=O)CSc1nc2ccccc2c(=O)n1-c1cc(OC)ccc1OC	-24.0%	1.2%	-25.1%
O=C1/C(=C/c2ccccn2)SC(=S)N1c1ccc(O)cc1	-13.5%	.	-19.7%
O=C(Nc1ccc(Br)cc1)c1cccc(C(=O)Nc2ccc(Br)cc2)c1	?	2.2%[12.3 µM]	20.6µM*
O=C(Cc1ccccc1)NNC(=O)C1CCCC1	-9.0%	0.0%	11.8%
O=C(Cc1cccs1)NCc1ccc(Cl)cc1Cl	-0.6%	.	-12.9%
COc1ccc(C(=O)N2CCN(c3nc(C4CC4)nc4sc(C)c(C)c34)CC2)cc1	?	2.0%[0.0935 µM]	20.6µM*
Cc1csc2nc(COC(=O)CNC(=O)c3ccccc3Cl)cc(=O)n12	-17.1%	8.4%	-25.3%
O=S(CC1CC1(Cl)Cl)CC1CC1(Cl)Cl (configuration not stated)	2.7%	-1.4%	2.5%
O=C(Nn1cnnc1)c1cc2cc(Br)ccc2oc1=O	-6.8%	1.1%	-4.5%
COc1ccc(CN2CCN(C(=O)Cn3nc(C(=O)O)c4ccccc4c3=O)CC2)cc1F	-2.0%	-2.8%	-5.8%
CC1CCCC(C)N1CCCNC(=O)Cn1ncc2c3ccccc3n(C)c2c1=O (configuration not stated)	0.8%	0.0%	1.8%

# Continued.
molecule	TDP1 cell CPT	TDP1 block	TDP1 cell noCPT
N#Cc1c(-c2ccccc2)nc(-c2cccnc2)[nH]c1=O	6.5%	.	10.0%
CCOc1ccccc1CNC(=O)CN1C(=O)CSc2ccc(S(=O)(=O)N3CCOCC3)cc21	-9.2%&-17.9%	2.4%&5.2%	?
Cc1nc([N+](=O)[O-])c(C(=O)OCc2ccccc2Br)n1C	-19.0%	-8.1%	?
O=C(COc1ccc(Cl)cc1)N1N=C(c2cccs2)CC1c1ccco1 (configuration not stated)	25.9µM*	.	16.4µM*
C#Cc1ccc([C@H]2C=C(C(=O)NCc3nc4ccccc4[nH]3)O[C@@H](OCc3ccc(CO)cc3)C2)cc1	-22.0%	.	-18.9%
CCN(CC)C(=O)CSc1nnc(CCCCCNC(=O)OC(C)(C)C)o1	-8.8%	2.0%	-2.1%
Cc1cc(C(=O)Nc2c(C)n(C)n(-c3ccccc3)c2=O)c2ccccc2n1	1.2%	2.0%	9.4%
CCOc1cc(/C=C2/C(=O)ON=C2C)cc(Br)c1O	?	.	?
CN(C)CCn1c(C(=O)Nc2ccccc2)cc2ccccc21	-0.7%	5.2%	-29.7%
Cc1csc(NC(=O)C2CCN(S(=O)(=O)c3cccs3)CC2)n1	?	3.5%	-3.9%
Cc1nc2nc3c(c(=O)n2[nH]1)CCCC3	7.5%	5.9%	-18.1%
CC1NC(=O)c2cc3ccccc3cc2-n2c1nc1ccccc1c2=O (configuration not stated)	-22.1%	.	?
O=C1OCc2ccc(NC(=O)c3sccc3Cl)cc21	-5.5%	.	-17.2%
COc1ccccc1NC(=O)c1cc(S(=O)(=O)N2CCN(c3ccccc3Cl)CC2)ccc1F	?	13.0%	-70.2%
Cc1ccc(CNC(=O)c2c(O)nc3ccccn3c2=O)cc1	?	1.0%	29.1µM*
CCOc1ccccc1NC(=S)N1CCN(c2nc(-c3ccc(F)cc3)cs2)CC1	20.6µM*	5.1%	14.6µM*
O=C(C1CC1)N(Cc1nc2ccccc2c(=O)[nH]1)Cc1cccs1	?	-1.9%	?
O=[N+]([O-])c1ccc(Sc2cc[n+]([O-])c3ccccc23)c([N+](=O)[O-])c1	2.59µM*	8.4%	2.06µM*
NC(=O)C1CCCN(C(=O)c2ccc(S(=O)(=O)N3CCCCCC3)cc2)C1 (configuration not stated)	0.0%	1.2%	4.0%
Cc1c(CCC(=O)N[C@@H](CC(C)C)C(=O)O)c(=O)oc2c(C)c3oc4c(c3cc12)CCCC4	-3.8%	.	-6.0%
COc1ccc(-n2ncc3c(N4CCCc5ccccc54)ncnc32)cc1	-16.0%	.	-29.4%
CCn1c(NCc2ccccn2)nc2c1c(=O)n(C)c(=O)n2C	1.2%	9.2%	-13.8%
CCc1ccc(NC(=O)C(NS(=O)(=O)c2cccs2)C(C)C)cc1 (configuration not stated)	?	-1.8%	?
Fc1ccc(-n2cnnn2)c(F)c1	-16.6%	4.2%	-6.3%
CN(CC(=O)Nc1ccc(Cl)cc1F)C1=NS(=O)(=O)c2ccccc21	9.2%	-0.1%	-19.4%
CCOC(=O)c1cnc(N2CCOCC2)[nH]c1=O	-2.3%	0.0%	-9.4%
Cc1cnc(C(=O)OCC(=O)Nc2c(Cl)cc(Cl)cc2Cl)cn1	-2.4%	1.6%	-1.2%
COc1cccc(-c2cnc(C(O)c3ccc(SC)cc3)[nH]2)c1 (configuration not stated)	?	.	16.4µM*
O=C(Oc1ccc(-c2nnco2)cc1)N(c1ccccc1)c1ccccc1	?	-2.6%	?
Cc1cc(-c2ccccc2)nc(SCc2ccc(C(=O)O)cc2)n1	-24.2%	.	-10.2%
CC(=O)Nc1cccc(C(=O)OCCCOc2ccc(F)cc2)c1	-29.4%	-2.9%	4.2%
Oc1ccc(C=Nc2ccccc2-c2nc3ccccc3[nH]2)c(O)c1	-19.4%	5.6%	-0.6%
